RTF Ca sens act = cardiac RTF calcium sensitization | P19429+P45379 | IANBD-labeled TnC RTF fluorescence at EC20 calcium; 0% EC20 calcium, 100% full calcium | activation, % at 7.2 µM | actives 0.24% (n = 340,000);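 active means activation above the mean over all tested compounds plus 3 SD, cut at about 30% in these data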;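 further: rise in fluorescence read as greater calcium sensitivity of cardiac thin filaments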
PKA-R2B activ = PKA-R2B complex activation; PKA-R2B holoenzyme dissociation, Cy5-IP20 fluorescence polarization; R2B truncated from residue 108, S112A mutant; 0% DMSO only, 100% 113 µM cGMP; AID 504700; activation, % at 11.4 µM; actives 0.079% (n = 340,000);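 active means activation above a cutoff set at the mean over all compounds plus 3 SD, cut at about 18% in these data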;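 further: higher means more holoenzyme dissociation and a rise in polarization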
Target sequence (P31323 whole entry, looked up, other chains not shown, the tested form may be a part): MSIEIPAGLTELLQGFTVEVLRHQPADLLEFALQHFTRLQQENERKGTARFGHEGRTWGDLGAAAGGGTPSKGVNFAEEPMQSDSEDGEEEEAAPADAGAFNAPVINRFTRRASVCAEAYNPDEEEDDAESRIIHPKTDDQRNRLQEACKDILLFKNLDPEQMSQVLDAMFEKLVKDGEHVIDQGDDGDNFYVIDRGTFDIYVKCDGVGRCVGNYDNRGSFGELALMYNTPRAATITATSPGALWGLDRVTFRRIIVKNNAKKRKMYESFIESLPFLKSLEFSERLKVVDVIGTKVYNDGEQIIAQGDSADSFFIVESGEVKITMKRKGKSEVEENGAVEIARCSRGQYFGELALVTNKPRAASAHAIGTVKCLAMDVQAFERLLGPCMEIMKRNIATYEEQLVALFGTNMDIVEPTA
LANA DNA inh = inhibitors of KSHV LANA C-terminal domain DNA binding; actives 0.078% (n = 340,000); inhibition, % at 9 µM; MBP-C-LANA/FAM-LBS DNA binding, fluorescence polarization;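 active means highest replicate inhibition at or above 60% at 9 µM, even if other replicates fall short; inactive means all replicates below 60% inhibition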;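 further: 0% = neutral control wells and 100% = 4 µM acridine orange control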
DAGLB inh = diacylglycerol lipase beta (human) inhibition. AID 504411. actives 0.059% (n = 340,000). Q8NCG7. inhibition, % at 5.17 µM. HEK293T DAGLB membrane lysate, EnzChek fluorogenic substrate; in the data active means inhibition above about 34%;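 further: 0% = enzyme with vehicle and 100% = wells lacking enzyme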
Target sequence (Q8NCG7 whole entry, looked up): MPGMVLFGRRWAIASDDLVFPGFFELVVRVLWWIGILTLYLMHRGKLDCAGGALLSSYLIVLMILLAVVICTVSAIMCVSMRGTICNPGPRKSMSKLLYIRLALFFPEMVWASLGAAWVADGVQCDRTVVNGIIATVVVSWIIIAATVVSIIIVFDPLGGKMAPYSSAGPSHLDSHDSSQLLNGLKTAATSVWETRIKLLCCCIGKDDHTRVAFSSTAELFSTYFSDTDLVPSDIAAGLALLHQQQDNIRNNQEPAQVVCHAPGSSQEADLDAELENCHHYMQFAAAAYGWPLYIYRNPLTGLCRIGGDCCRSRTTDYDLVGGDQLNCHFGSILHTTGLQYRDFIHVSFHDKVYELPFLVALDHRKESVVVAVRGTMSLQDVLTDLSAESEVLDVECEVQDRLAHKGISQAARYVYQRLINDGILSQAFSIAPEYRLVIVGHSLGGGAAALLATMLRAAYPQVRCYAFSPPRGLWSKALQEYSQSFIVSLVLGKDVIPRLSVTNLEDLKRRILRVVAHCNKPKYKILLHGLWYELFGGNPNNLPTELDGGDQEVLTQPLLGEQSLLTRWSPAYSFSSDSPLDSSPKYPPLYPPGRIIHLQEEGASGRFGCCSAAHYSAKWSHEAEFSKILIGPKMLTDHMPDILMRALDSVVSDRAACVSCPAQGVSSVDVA
Cardiac RTF inh = cardiac RTF calcium desensitization. P19429+P45379. IANBD-labeled cardiac RTF, Ca2+ fluorescence. AID 493244. actives 0.12% (n = 340,000). inhibition, % at 7.15 µM;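 active means inhibition above the mean inhibition of all tested compounds plus 3 SD, cut at about 17% in these data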;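 further: assay run at fixed EC70 calcium of 1.6 mM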
Keap1 Nrf2 FP = disrupts human Keap1 binding to Nrf2 peptide; inhibition, % at 9.4 µM; Q14145; actives 0.15% (n = 340,000); Keap1 Kelch-Nrf2 peptide fluorescence polarization, 1536-well; AID 504523; in the data active means inhibition above about 12%;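 further: human Keap1 Kelch domain with fluorescein labeled Nrf2 9mer peptide probe; 0% = neutral control wells and 100% = peptide positive control; higher means more block of Keap1 binding to Nrf2 peptide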
Rtt109 Vps75 = C. albicans Rtt109 histone acetyltransferase inhibition. Q5AAJ8. purified Rtt109/Vps75, ThioGlo CoA-SH fluorescence, 4 h. inhibition, % at 34.9 µM. actives 0.16% (n = 330,000). AID 540336;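 active means inhibition of at least 50% in every replicate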
SR-BI DiI-HDL act = SR-BI HDL lipid transfer activation; activation, % at 12.5 µM; actives 0.096% (n = 320,000); CHO ldlA[mSR-BI] cells, DiI-HDL uptake fluorescence, 3 h; 100 = double the neutral-control signal;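 active means mean replicate activation of at least 60% and every replicate at or above 60%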;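 further: 0% = median plate neutral-control signal and 100% = twice that signal; values of inactives mirror those of a sister screen read the other way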
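material = CHO ldlA[mSR-BI] cells | medium = Ham's F12 with 0.5% BSA, HEPES 25 mM, pH 7.4 | reagent = fluorescent DiI-HDL, 10 µg/mL final | compound dosing = single-point compound dose | incubation = 3 h, 37 °C | measured by = bottom-read fluorescence, 550/595 nm | measure = HDL uptake via cellular fluorescence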
CAL PDZ FP-1 = human CAL PDZ-peptide interaction inhibition | Q9HD26 | purified CAL PDZ, TMR-peptide fluorescence polarization, 1 h | inhibition, % at 20 µM | actives 0.02% (n = 330,000) | AID 504414;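 active means highest replicate inhibition of at least 40%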;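 further: plate controls were DMSO neutral control wells for no effect and unlabeled competitor peptide control wells for full effect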
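Material: tagged CAL PDZ protein CerCALP, purified; buffer or medium: sodium phosphate/NaCl buffer pH 7.4 with TCEP, IgG, Thesit; also added: fluorescent TMR peptide probe; schedule: 1 h incubation at room temperature before polarization reading; technique: fluorescence polarization from S- and P-plane intensities, G-factor corrected; control set: unlabelled peptide and DMSO controls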
CAL PDZ FP-2 = inhibitors of human CAL PDZ peptide binding; Q9HD26; purified CAL PDZ, TMR-peptide fluorescence polarization, 1 h; inhibition, % at 24.9 µM; actives 0.92% (n = 300,000); AID 602252;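 active means mean inhibition of at least 30% with at least half of replicates also reaching 30%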;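 further: 0% = DMSO neutral control and 100% = excess unlabeled competitor peptide PRC23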
Active calls of the source: *; / = not tested or not shown; & = joins results of further samples.

SMILES	RTF Ca sens act	PKA-R2B activ	LANA DNA inh	DAGLB inh	Cardiac RTF inh	Keap1 Nrf2 FP	Rtt109 Vps75	SR-BI DiI-HDL act	CAL PDZ FP-1	CAL PDZ FP-2
CCOC(=O)CSc1nc(C)c2ccccc2n1	-3	-9	3.7	-1	-7	-2	6	0	0.8	-4
COc1ccc(NC(=O)N2CCN(S(C)(=O)=O)CC2)c(OC)c1	4	-2	-0.1	0	-8	-2	-5	9	-2.9	38*
CCCc1cc(C(=O)NCC(C)C)no1	8	-11	0.0	-1	1	0	22	16	0.3	1
COc1cccc(F)c1C(C[N+](=O)[O-])c1c(N)n(C)c(=O)n(C)c1=O (stereo unspecified)	-1	-6	0.3	0	-1	-2	13	18	-1.0	/
CC(C)Oc1ccc(C(=O)Nc2ccc(NC(=O)c3ccco3)c(Cl)c2)cc1	-1	-3	-0.5	-3	13	0	-18	/	-0.7	-2
COc1ccc(C(=O)Nc2ccnc(-c3cccnc3)n2)cc1	-1	-8	-1.0	-5	2	0	7	0	-0.7	-1
C#CCNCCS(=O)(=O)N(Cc1ccc(Br)cc1)[C@@H](CC(C)C)C(=O)O	-4	1	1.0	3	-5	-7	-4	4	-0.7	1
Cc1sc2ncn(CC(=O)N3CCN(c4ccccc4)CC3)c(=O)c2c1S(=O)(=O)N1CCOCC1	-5	-18	-0.2	-3	5	-3	-3	10	-2.2	1
O=C(O)Cn1c(=O)c(F)cn(C2CCCO2)c1=O (stereo unspecified)	-2	11	-0.6	2	-19	-5	3	/	-3.3	/
Cc1cc(C(=O)NCc2ccccc2Cl)c2ccccc2n1	0	2	0.8	3	-8	-3	8	-15	-2.7	-7
CC(=O)Nc1cc(O)cc(O)c1	5	-5	-0.7	0	-3	7	1	21	-0.9	-6
C/C(=N/NC(=O)CCCOc1ccc(Cl)cc1Cl)c1ccc(C)o1	-1	3	-0.6	-5	1	0	3	-10	-0.7	0
CCOc1ccc(C2=Nc3ccccc3C(c3ccc(N4CCOCC4)cc3)=NN2)cc1	-1	-3	0.7	-7	-8	0	2	-23	-1.1	-3
CC(C)N(C(=O)COC(=O)c1ccccc1C(=O)N1CCN(c2ccc(F)cc2)CC1)C(C)C	4	-3	1.8	2	-3	3	/	10	-0.6	-5
CCc1ccc(C(=O)NCC2COc3ccccc3O2)o1 (stereo unspecified)	2	-2	0.9	-1	-6	-2	1	-6	-0.8	-1
COc1cccc(CNC(=O)Cn2ccc3cc(S(=O)(=O)N4CCCCCC4)ccc32)c1OC	-1	-3	0.4	1	-8	-4	-8	-22	-1.3	2
COc1ccc(/C=C(/NC(=O)c2ccc(C)cc2)c2nc3ccccc3[nH]2)cc1OC	3	-12	-1.2	2	-9	-2	1	0	-1.4	/
CCN(CC)S(=O)(=O)c1ccc(NC2c3ccccc3C(=O)N2c2ccc(C)cn2)cc1 (stereo unspecified)	-2	-1	0.7	-1	2	-4	2	-14	0.2	1
COc1ccc(-n2c(Cc3cc(=O)[nH]c(=O)[nH]3)nnc2SCC(=O)N2CCC(C)CC2)cc1	1	-7	2.6	2	-3	-7	-17	9	-0.1	2
Cc1cccc(-n2c(C)n[nH]c2=S)c1	2	3	-1.1	-2	-21	-2	2	/	-0.6	0
Cc1c(N)c(C(C)(C)C)cc(C(C)(C)C)c1[N+](=O)[O-]	0	-13	0.4	-1	-13	-8	2	0	-0.9	-2
CCN1C(=O)N[C@@H](c2cccc(C(F)(F)F)c2)C(C(C)=O)=C1C	-3	-5	2.1	2	-8	0	0	14	0.9	-8
COc1ccc([C@H]2CC(=O)C=C(c3cccc(Br)c3)C2)cc1OC	-7	-1	2.2	-2	-3	3	9	-38	-1.0	-2
O=C(O)COCC(=O)N1CCCN(c2ccc(C(F)(F)F)cn2)CC1	5	-6	-1.1	-1	-4	-3	-6	-8	-0.6	-6

Entries above containing bromine:
SMILES	RTF Ca sens act	PKA-R2B activ	LANA DNA inh	DAGLB inh	Cardiac RTF inh	Keap1 Nrf2 FP	Rtt109 Vps75	SR-BI DiI-HDL act	CAL PDZ FP-1	CAL PDZ FP-2
C#CCNCCS(=O)(=O)N(Cc1ccc(Br)cc1)[C@@H](CC(C)C)C(=O)O	-4	1	1.0	3	-5	-7	-4	4	-0.7	1
COc1ccc([C@H]2CC(=O)C=C(c3cccc(Br)c3)C2)cc1OC	-7	-1	2.2	-2	-3	3	9	-38	-1.0	-2

Continuation.
SMILES	RTF Ca sens act	PKA-R2B activ	LANA DNA inh	DAGLB inh	Cardiac RTF inh	Keap1 Nrf2 FP	Rtt109 Vps75	SR-BI DiI-HDL act	CAL PDZ FP-1	CAL PDZ FP-2
CC(C)Cn1c(-c2cccs2)nc2nc3ccccc3nc21	2	13	1.1	-2	-9	3	-98	10	-1.9	-2
O=C(O)CCN(Cc1ccccc1)S(=O)(=O)c1c(Cl)cccc1Cl	2	-2	0.0	2	-1	3	5	13	-1.3	-2
Cc1ccc2nc(-c3ccc(-c4cccc(Cl)c4)cc3)c(NCc3ccccc3)n2c1	-2	-8	0.8	-6	6	-7	7	-57	0.1	-1
CC(C(=O)Nc1ccc(S(=O)(=O)N2CCCC2)cc1)N1CCN(c2ccccc2O)CC1 (stereo unspecified)	-3	3	0.2	-1	1	6	-2	-4	-1.0	/
COC(=O)N/N=C(\C)c1ccc(-n2ccnc2)cc1	-3	7	0.9	2	4	-1	-2	25	0.5	-3
O=C(CC1CC2CCC1C2)NCCc1ccc(Cl)cc1 (stereo unspecified)	-4	-3	-0.5	-5	-4	-3	-12	3	-4.0	-1
CC(C)CCNC(=O)c1cccc(C(=O)NCCC(C)C)c1	0	-8	0.4	-7	-17	-2	2	-22	-1.4	2
CCc1noc(C)c1C(=O)N1CCCSC1=Nc1ccccc1OC	0	3	1.4	1	4	1	12	-8	-1.4	-1
COc1ccc([C@H]2CC(=O)C=C(c3ccc(Br)c4ccccc34)C2)cc1	1	-18	2.5	-6	1	0	-7	0	0.2	-1
O=C(ON=C1CCN(c2ccc([N+](=O)[O-])cc2)CC1)c1ccccc1	-1	6	0.3	0	0	0	-1	32	-2.1	-5
CC(=O)c1nnn(-c2ccc(Cl)cc2C#N)c1C	8	13	-3.3	-3	-5	-2	-6	/	0.0	/
Cc1ccc(S(=O)(=O)N2CCOCC2)cc1NC(=O)c1cc2c(s1)CCC2	5	7	-0.2	-1	-3	-1	-6	-23	-1.2	-1
COc1ccc(NC(=O)c2ccco2)cc1NC(=O)COc1ccccc1	-1	-1	0.9	0	-8	1	-4	-34	-1.6	/
Cc1ccc2nc(C)cc(NCCO)c2c1	-1	2	0.1	-4	-3	0	-19	/	-4.0	3
CCOc1ccc(C2CC(c3ccccc3C)n3ncnc3N2)cc1 (stereo unspecified)	-5	2	-0.3	1	-2	-4	2	5	-0.3	/
CCc1ccc(NC(=O)Cn2nnc(C(=O)NCc3ccco3)c2N)cc1	3	-3	-1.9	-1	1	3	-5	21	0.0	2
COc1cc(C)nc(Oc2ccc(OCCOc3ccccc3)nn2)n1	0	-13	0.2	-2	-14	0	-7	18	-1.3	4
CS(=O)(=O)Nc1cccc(C2=NN(C(=O)c3ccco3)C(c3cccs3)C2)c1 (stereo unspecified)	-2	1	-0.1	2	0	-2	18	-8	-6.3	-3
Cc1cc(C)nc(SCc2ccc(C(=O)N/N=C/c3ccccn3)cc2)n1	4	-2	-0.2	1	-5	-2	-26	-40	-3.5	2
Cc1cc([N+](=O)[O-])c(=O)[nH]c1C	-6	-12	1.3	1	-4	-2	-7	9	0.9	2
Cc1ccc(C)c(-n2cc(-c3ccc(Cl)cc3)nc2SCC(=O)NC2CCS(=O)(=O)C2)c1 (stereo unspecified)	0	-4	0.6	2	0	0	2	-21	-0.6	-4
CCN(CC(=O)Nc1ccccc1C(F)(F)F)C(=O)C1CCC1	-4	4	1.0	1	-9	-2	-3	28	-1.5	6
Cc1onc(-c2ccccc2)c1C(=O)Nc1ccccc1C#N	4&6	5&-2	0.2&1.1	-5&0	-7&-6	3&-1	19&-7	8&5	-0.2&-0.8	-6
Cc1ccc(C)c(Cn2nc(-c3ccccc3)ccc2=O)c1	-12	-1	/	-5	-1	2	25	-3	-1.1	-4
COc1ccccc1-c1noc(CCCC(=O)NC2CCCCC2)n1	-3	-4	0.7	-1	-10	0	-6	/	6.7	-2
CC(C(=O)Nc1cccnc1)n1cc([N+](=O)[O-])cn1 (stereo unspecified)	1	-5	-1.3	-2	7	-2	-1	16	-1.4	-3
Cc1ccc(-c2[nH]c(=S)[nH]c(=O)c2C#N)cc1	0	-8	-1.3	0	2	-2	15	23	0.2	/
CCn1c(SCC(=O)Nc2cccc(NC(C)=O)c2)nc2c([nH]c3ccccc32)c1=O	-5	0	2.5	0	-13	-3	18	-2	-2.4	-4
Cc1ccccc1NC(=O)CSC(=O)c1ccccc1	-5	-4	-1.3	0	-8	-10	7	15	-0.9	5
CNC(=O)c1snnc1-c1ccccc1	3	12	-0.3	-2	-4	-4	1	-8	-0.5	-1
COc1ccccc1CNC(=O)C(NS(=O)(=O)c1ccc2c(c1)OCCO2)C(C)C (stereo unspecified)	6	-2	1.2	1	-8	-6	-10	7	-0.1	-5

Structures from the list above that have a Cl atom, in the order listed:
SMILES	RTF Ca sens act	PKA-R2B activ	LANA DNA inh	DAGLB inh	Cardiac RTF inh	Keap1 Nrf2 FP	Rtt109 Vps75	SR-BI DiI-HDL act	CAL PDZ FP-1	CAL PDZ FP-2
CC(C)Oc1ccc(C(=O)Nc2ccc(NC(=O)c3ccco3)c(Cl)c2)cc1	-1	-3	-0.5	-3	13	0	-18	/	-0.7	-2
Cc1cc(C(=O)NCc2ccccc2Cl)c2ccccc2n1	0	2	0.8	3	-8	-3	8	-15	-2.7	-7
C/C(=N/NC(=O)CCCOc1ccc(Cl)cc1Cl)c1ccc(C)o1	-1	3	-0.6	-5	1	0	3	-10	-0.7	0
O=C(O)CCN(Cc1ccccc1)S(=O)(=O)c1c(Cl)cccc1Cl	2	-2	0.0	2	-1	3	5	13	-1.3	-2
Cc1ccc2nc(-c3ccc(-c4cccc(Cl)c4)cc3)c(NCc3ccccc3)n2c1	-2	-8	0.8	-6	6	-7	7	-57	0.1	-1
O=C(CC1CC2CCC1C2)NCCc1ccc(Cl)cc1 (stereo unspecified)	-4	-3	-0.5	-5	-4	-3	-12	3	-4.0	-1
CC(=O)c1nnn(-c2ccc(Cl)cc2C#N)c1C	8	13	-3.3	-3	-5	-2	-6	/	0.0	/
Cc1ccc(C)c(-n2cc(-c3ccc(Cl)cc3)nc2SCC(=O)NC2CCS(=O)(=O)C2)c1 (stereo unspecified)	0	-4	0.6	2	0	0	2	-21	-0.6	-4

Source: PubChem BioAssay

Rows were taken by chance; about 1.6% have a hit in one of these screens.
